# Assay outcomes as filed in PubChem.
# BaF3 tox = reduces parental Ba/F3 cell viability, JAK2V617F counter-screen; inhibition, % at 5.6 µM; 220,000 compounds, 1.1% hits; CellTiter-Glo ATP luminescence;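 active = inhibition above a per-campaign cutoff, the mean inhibition of all tested compounds plus 3 SD, cut at about 27% in these data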;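 note: 0% = DMSO wells and 100% = JAK Inhibitor I control wells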
# NPY-Y1 antag = blocks the human neuropeptide Y Y1 receptor. P25929. HEK293-CNG Y1 cells, membrane potential fluorescence; NPY at EC95, then isoproterenol. inhibition, % at 3.6 µM. 200,000 compounds, 1% hits. AID 1040;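 active = inhibition above the campaign mean inhibition of all tested compounds plus 3 SD, cut at about 20% in these data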;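 note: 0% = DMSO wells given NPY plus isoproterenol and 100% = isoproterenol alone without NPY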
#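 Material: Y1- and CNG-channel-expressing HEK293 cells / Probe or stimulus: NPY 25 nM then isoproterenol 1 µM plus Ro 20-1724 25 µM / Doses: 3.6 µM single dose, DMSO 0.4% / Schedule: compound incubation 1 h at room temperature, readout 45 min post-stimulation / Signal: membrane potential fluorescence / Benchmarks: isoproterenol-only wells as full block versus NPY-plus-isoproterenol wells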
# NCF1 inh = blocks human p47phox regulatory protein of NADPH oxidases; P14598; p47phox/p22phox peptide binding, fluorescence polarization, 2 h; inhibition, % at 24.7 µM; 220,000 compounds, 0.53% hits;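 active = inhibition above about 30%, limit read from the data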;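 note: 0% = p47phox with labelled peptide and 100% = labelled peptide alone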
# Ba/F3 V617F tox = lowers viability of Ba/F3 cells expressing EpoR and JAK2V617F; ATP luminescence; inhibition, % at 5.6 µM; 220,000 compounds, 1.1% hits; AID 1446;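 active = inhibition above the campaign mean plus 3 SD over all tested compounds, cut at about 24% in these data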;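 note: cytokine-independent growth of Ba/F3 cells driven by EpoR plus mutant JAK2; 0% = DMSO-treated cells and 100% = JAK inhibitor I control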
# S1P4 antag = blocks the human S1P4 receptor; O95977; S1P4-expressing cells, antagonist mode, reporter read-out; inhibition, % at 4.98 µM; 220,000 compounds, 0.26% hits; AID 1510; in the data active = inhibition above about 29%;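 note: 0% = wells stimulated with agonist and 100% = vehicle wells without agonist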
# Target sequence (O95977 whole entry, looked up): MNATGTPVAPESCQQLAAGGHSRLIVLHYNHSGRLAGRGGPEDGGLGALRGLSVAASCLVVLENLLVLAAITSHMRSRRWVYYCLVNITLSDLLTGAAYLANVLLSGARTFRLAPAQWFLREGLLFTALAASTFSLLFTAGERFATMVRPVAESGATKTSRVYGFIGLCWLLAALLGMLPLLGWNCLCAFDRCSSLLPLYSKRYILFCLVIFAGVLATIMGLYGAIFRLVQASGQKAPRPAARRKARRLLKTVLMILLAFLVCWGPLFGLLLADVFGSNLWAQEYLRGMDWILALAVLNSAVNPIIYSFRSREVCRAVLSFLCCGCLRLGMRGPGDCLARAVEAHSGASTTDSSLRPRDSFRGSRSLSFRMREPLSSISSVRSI
# S1P4 ag = human S1P4 receptor agonism. O95977. S1P4-expressing cell line, agonist reporter assay. activation, % at 4.98 µM. 220,000 compounds, 0.35% hits. AID 1509; in the data active = activation above about 11%;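 note: 0% = DMSO vehicle and 100% = reference agonist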
# CHOP inhibitor = inhibitors of CHOP induction in ER stress response | CHO-K1 CHOP-promoter luciferase, tunicamycin-induced, 15-18 h | AID 2732 | 220,000 compounds, 3.8% hits | inhibition, % at 10 µM;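 active = compounds that reduced the stress-induced luciferase reporter signal by more than about 70% of percent inhibition, limit read from the data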;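 note: 0% = tunicamycin plus vehicle and 100% = wells without tunicamycin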
# NPY-Y1 PAM-ag = potentiates or activates human NPY-Y1 receptor; P25929; NPY-Y1 expressing cells, potentiator/agonist activation; activation, % at 3.6 µM; 220,000 compounds, 0.37% hits; in the data active = activation above about 33%, passing the limit was not always enough;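 note: cells stimulated with NPY at EC10 then isoproterenol at EC100; 0% = low agonist plus stimulus and 100% = saturating agonist plus stimulus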
# NPY-Y2 PAM-ag = potentiators or agonists of human neuropeptide Y receptor Y2. 220,000 compounds, 0.45% hits. activation, % at 3.6 µM. AID 1359. cells expressing NPY-Y2, potentiator/agonist read-out; in the data active = activation above about 27%;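 note: cells stimulated with NPY near EC25 plus isoproterenol at EC100; 0% = vehicle plus submaximal agonist and 100% = vehicle plus saturating agonist; some results beyond the cut were filed as inactive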
# Target sequence (P49146 whole entry, looked up): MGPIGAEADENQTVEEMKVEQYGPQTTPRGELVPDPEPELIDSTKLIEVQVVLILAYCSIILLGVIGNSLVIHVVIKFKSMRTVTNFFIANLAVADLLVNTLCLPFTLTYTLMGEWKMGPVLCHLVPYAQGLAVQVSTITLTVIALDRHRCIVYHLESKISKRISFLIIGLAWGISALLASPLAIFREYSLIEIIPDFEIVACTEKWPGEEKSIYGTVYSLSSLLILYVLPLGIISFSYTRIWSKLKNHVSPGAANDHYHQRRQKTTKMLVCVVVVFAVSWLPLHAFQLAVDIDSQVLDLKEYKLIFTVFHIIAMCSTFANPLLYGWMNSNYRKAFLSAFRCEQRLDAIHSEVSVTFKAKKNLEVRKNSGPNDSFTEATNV
# * marks the source's active call; other numbers are inactive results; nt = not tested or not shown.
SMILES,BaF3 tox,NPY-Y1 antag,NCF1 inh,Ba/F3 V617F tox,S1P4 antag,S1P4 ag,CHOP inhibitor,NPY-Y1 PAM-ag,NPY-Y2 PAM-ag
CC(=O)Cc1nsc(NC(=O)c2cn(-c3ccccc3)nc2-c2ccc(Br)cc2)n1,4,4,-31,2,1,0.9,61,-6,16
CN(C)c1ccc(C(=O)n2nnc3ccccc32)cc1,5,4,-4,2,-6,1.0,61,-17,1
CN=C(NC(=O)Nc1c(C)cccc1C)NC(=O)Nc1c(C)cccc1C,5,-3,-5,0,-24,0.3,15,9,2
O=C(CSc1nnc(CNc2ccc(F)cc2)o1)OC1CCCCC1,1,-1,-14,-1,-4,1.1,10,22,33
CN1CCN(c2ccc([N+](=O)[O-])cc2/C=N/NC(=O)c2cccc([N+](=O)[O-])c2)CC1,3,1,1,0,-11,1.7,-5,11,3
CCOC(=O)CN1N=C(/C=C/c2ccc(OC)cc2)CCC1=O,5,-1,-5,-2,-13,0.5,19,-19,-10
CC1OC(Nc2ccc(OC(F)(F)F)cc2)C(O)C(O)C1O (stereo not given),0,6,-2,-1,11,2.2,26,-12,10
CCCCN(CCNP(=O)(OCC)OCC)CP(=O)(OCC)OCC,-1,1,-13,-3,-11,-2.6,6,-15,5
CC(C)(C)C(=O)O/N=C(\N)c1ccc(Oc2cc(Cl)cc(Cl)c2)c([N+](=O)[O-])c1,-4,nt,-19,0,-1,-0.4,6,-8,1
CCCCN(C)Cc1c(C)[nH]c2ccc(C)cc2c1=O,-1,2,-18,4,-12,0.1,9,-4,-5
Cc1cc(Nc2ccccc2F)n2nc(C)nc2n1,7,5,3,-2,5,1.4,-8,5,-2
COc1cc(S(=O)(=O)Nc2ccc(C)cc2)ccc1N=Cc1c(C)[nH]n(-c2ccc(C)cc2)c1=O,12,14,-20,3,-27,1.4,57,-2,9
Fc1ccccc1NC(=S)Nc1cccc2cnccc12,12,-1,-1,-1,2,1.1,6,10,-1
Cc1cc(NC(=O)C2Oc3ccccc3OC2C)no1 (stereo not given),2,0,-6,-2,-10,0.8,-22,-7,-12
Cc1ccccc1Cn1nc(C)c(NC(=O)c2nc3n(n2)C(C(F)F)CC(C)N3)c1C (stereo not given),2,-2,-8,-5,-16,-3.1,-4,8,15

# Given with values under each structure: 12 of the compounds above
# Every second line gives: BaF3 tox, NPY-Y1 antag, NCF1 inh, Ba/F3 V617F tox, S1P4 antag, S1P4 ag, CHOP inhibitor, NPY-Y1 PAM-ag, NPY-Y2 PAM-ag
> CC(=O)Cc1nsc(NC(=O)c2cn(-c3ccccc3)nc2-c2ccc(Br)cc2)n1
  4, 4, -31, 2, 1, 0.9, 61, -6, 16
> CN(C)c1ccc(C(=O)n2nnc3ccccc32)cc1
  5, 4, -4, 2, -6, 1.0, 61, -17, 1
> CN=C(NC(=O)Nc1c(C)cccc1C)NC(=O)Nc1c(C)cccc1C
  5, -3, -5, 0, -24, 0.3, 15, 9, 2
> O=C(CSc1nnc(CNc2ccc(F)cc2)o1)OC1CCCCC1
  1, -1, -14, -1, -4, 1.1, 10, 22, 33
> CN1CCN(c2ccc([N+](=O)[O-])cc2/C=N/NC(=O)c2cccc([N+](=O)[O-])c2)CC1
  3, 1, 1, 0, -11, 1.7, -5, 11, 3
> CCOC(=O)CN1N=C(/C=C/c2ccc(OC)cc2)CCC1=O
  5, -1, -5, -2, -13, 0.5, 19, -19, -10
> CC1OC(Nc2ccc(OC(F)(F)F)cc2)C(O)C(O)C1O (stereo not given)
  0, 6, -2, -1, 11, 2.2, 26, -12, 10
> CCCCN(CCNP(=O)(OCC)OCC)CP(=O)(OCC)OCC
  -1, 1, -13, -3, -11, -2.6, 6, -15, 5
> CC(C)(C)C(=O)O/N=C(\N)c1ccc(Oc2cc(Cl)cc(Cl)c2)c([N+](=O)[O-])c1
  -4, nt, -19, 0, -1, -0.4, 6, -8, 1
> CCCCN(C)Cc1c(C)[nH]c2ccc(C)cc2c1=O
  -1, 2, -18, 4, -12, 0.1, 9, -4, -5
> Cc1cc(Nc2ccccc2F)n2nc(C)nc2n1
  7, 5, 3, -2, 5, 1.4, -8, 5, -2
> COc1cc(S(=O)(=O)Nc2ccc(C)cc2)ccc1N=Cc1c(C)[nH]n(-c2ccc(C)cc2)c1=O
  12, 14, -20, 3, -27, 1.4, 57, -2, 9

# Additional records follow.
SMILES,BaF3 tox,NPY-Y1 antag,NCF1 inh,Ba/F3 V617F tox,S1P4 antag,S1P4 ag,CHOP inhibitor,NPY-Y1 PAM-ag,NPY-Y2 PAM-ag
c1cnc(NC2CCCCCC2)nc1,-1,1,-5,-2,0,0.7,3,-1,15
CCOc1ccc(NC(N)=O)cc1,1,10,-7,-1,-40,2.5,-5,-6,-22
COC(=O)c1ccc(S(=O)(=O)N2CCCN(Cc3cccc(Br)c3F)CC2)n1C,-1,nt,-3,6,3,0.6,30,-34,11
COc1ccc(Cl)cc1NC(=O)N1CCN(C2CCCCC2)CC1,2,5,-17,-1,-6,-0.8,37,-1,15
Cc1cc(C(=O)OCC(=O)N(C)c2ccccc2)ccc1[N+](=O)[O-],7,0,-5,1,4,-1.7,10,-5,-8
COc1cc(C)c(C(C)C)cc1S(=O)(=O)n1ccnc1,3,0,-5,-4,-1,-0.4,16,-9,-8
O=P(CCN1CCCCC1)(c1ccccc1)c1ccccc1,5,-1,-78,1,0,0.3,-7,-23,-20
Cc1ccc(-n2c(SCC(=O)NCC3CCCO3)nc3n[nH]c(C)c3c2=N)cc1Cl (stereo not given),6,-2,-3,2,-18,-1.1,64,9,13
COC(=O)c1cc2c(C)nn(C)c2s1,2,nt,-5,0,-7,0.1,16,11,-3
O=C(N/C(=C/c1ccc(Br)cc1)C(=O)N1CCCC1)c1ccccc1F,5,5,-13,-3,-3,1.1,15,6,7
COC(=O)c1cc(OC)c(OC)cc1NC(=S)N1CCN(C/C=C/c2ccccc2)CC1,5,2,1,-4,-10,0.7,31,3,13
O=C(c1ccccc1Cl)N(Cc1ccc(Br)cc1)N1C(=O)CCCC1=O,8,4,3,-2,-4,2.4,20,14,5
O=[N+]([O-])c1ccc(-c2n(-c3ccccn3)c3ccccc3[n+]2-c2ccccn2)cc1,-2,nt,5,-2,-1,-0.8,-25,6,-16
O=C(Nc1ccncc1)Nc1ccc(F)cc1F,7,-5,-8,1,11,-1.0,28,1,8
CCC(Sc1nc(C)cc(C)n1)C(=O)Nc1cc(C)on1 (stereo not given),2,4,nt,-1,-10,1.0,34,15,1
CCOC(=O)NN1C(=O)c2ccccc2NC12CCCC2,5,0,3,-1,-10,1.5,11,4,12
Cc1cc(C(F)(F)F)nn1CC(=O)NCc1ccccc1,2,0,0,-3,4,-2.4,-31,4,1
NC(=O)CNC(=O)C1CCCc2c1[nH]c1ccc(Cl)cc21 (stereo not given),6,-5,-18,-1,2,-1.3,15,6,18
CCC(C)NCCOCCOc1cc(C)c(Cl)c(C)c1 (stereo not given),6,2,-2,10,-4,-2.7,-8,-16,2
COC(=O)c1c(NC(C)=O)csc1C,-1,nt,-9,-3,-3,0.0,-7,10,1
CC(=O)Nc1ccccc1OC(=O)N1CCOCC1,4,-3,-8,-2,-9,0.0,42,-4,3
Cc1cc(C)c2cc(CN(CCN3CCCC3)C(=O)Nc3ccc(F)cc3)c(=O)[nH]c2c1,12,1,-49,5,-4,-0.1,4,-13,-5
CCOc1cc2oc(=O)c3c(c2cc1Cl)CCC3,0,3,-1,0,-8,0.7,53,-8,5
COC(=O)CSc1nc2cc3c(cc2cc1C#N)OCO3,0,-7,-12,-2,3,-0.6,-57,-16,14
CC1(C)CC(=O)C2=C(C1)OC1=C(C(=O)CC(C)(C)C1)C2c1ccc(O)cc1O,2,-1,8,2,6,0.5,nt,17,18
Cc1ccn2c(C(=O)N/N=C\c3ccccc3[N+](=O)[O-])c(C)nc2c1,5,4,nt,-2,-29,-0.4,nt,9,-4
Cc1sc2nc(C3CC3)nc(SCC(=O)N3CC(=O)Nc4ccccc43)c2c1C,4,1,-25,5,-6,0.9,53,1,-1
N#Cc1ccc(CSc2nnc(NC(=O)c3ccc(=O)[nH]c3)s2)cc1,-10,nt,-17,-3,13,1.9,11,-8,-9
O=C(NCCO)c1cc([N+](=O)[O-])cc2c1C=Cc1ccccc1O2,8,-1,-8,1,-2,1.9,3,5,0
CCOC(=O)C1CCN(S(=O)(=O)c2ccc3[nH]c(=O)oc3c2)CC1,2,0,-4,-3,-12,-2.0,78*,-5,14
CCOCC(=O)Nc1cc(C(=O)Nc2ccc(F)cc2)ccc1Cl,6,0,-6,-3,-14,0.3,21,18,0
CCN1CCN(CCNC(=O)c2ccc(/C=C3/Sc4ccccc4N(Cc4cccc(Cl)c4)C3=O)cc2)CC1,4,0,72*,12,2,1.6,33,-19,-9
O=[N+]([O-])c1cc(C(F)(F)F)ccc1NCCCN1CCOCC1,5,8,-13,0,-9,1.0,16,-7,7
O=C(CSc1nnnn1C1CCCCC1)Nc1cccc(NC(=O)c2ccco2)c1,4,-1,-15,-4,-6,0.2,49,-11,4
CC(C)CCNC(=O)CNC(=S)N(Cc1ccccc1)Cc1cccnc1,8,-8,-21,3,-22,2.1,10,-14,-9
COc1ccccc1NC(=O)C(O)C(O)C(=O)Nc1ccccc1OC (stereo not given),5,9,-5,5,-2,1.6,-12,2,-10
C[C@@H]1C[C@H](Nc2ccccc2)c2ccccc2N1C(=O)c1cccnc1,2,6,5,1,-26,-0.4,47,4,-11
CC(C)Cc1cc(C(=O)Nc2cc(C(F)(F)F)ccc2Cl)no1,4,8,-6,-2,-11,-2.5,35,-9,-3
CC(C)(C)c1ccc(S(=O)(=O)N2CCC(c3nc4ccc(Cl)cc4[nH]3)CC2)cc1,3,0,-20,1,-5,1.2,28,1,-1
COC(=O)Cn1c(=NC(=O)CSC(C)=O)sc2ccccc21,6,-4,3,0,-6,1.4,44,15,10
O=S(=O)(NC1CCCCC1Sc1ncccn1)c1ccccc1 (stereo not given),-2,-1,-2,-6,-3,-1.3,10,-23,4
CCOC(=O)N1CCC(N2CCN(Cc3ccc(C)o3)C(CCO)C2)CC1 (stereo not given),3,6,-10,2,-6,-0.9,10,4,-2
CN1c2ccccc2Oc2c(c(=O)n(C)c(=O)n2C)C1c1cccc([N+](=O)[O-])c1 (stereo not given),-3,0,-8,-4,-3,1.1,12,26,13
CC(=O)N1CCc2cc(S(=O)(=O)NC(C(=O)NCc3ccccc3)C(C)C)ccc21 (stereo not given),-1,6,-14,-2,-11,0.2,16,-9,-7
CCOc1ccc(C2CC(c3ccc(OC)c(OC)c3)n3nc(N)nc3N2)cc1 (stereo not given),4,0,2,2,-18,-0.1,17,-4,-8
CCN(CCNC(=O)CN1CCN(Cc2ccc(Cl)cc2)C1=O)c1ccccc1,3,-1,1,-3,1,-1.0,24,9,-17
